HIF-2a inh = blocks HIF-2a reporter activity; 786-0 RCC cells HIF-2a reporter, luciferase luminescence, overnight; inhibition, % at 18.8 µM; 360,000 tested, 0.72% active;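 active means inhibition of the luminescence signal of 40% or more relative to plate controls, in a single-dose primary screen at 18.75 µM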
Vif imaging = blocks HIV Vif function. HEK293T cells, Vif self-association by quenched fluorescence, imaging, 24 h. 340,000 tested, 0.35% active. AID 602346. inhibition, % at 7.49 µM; in the data active means inhibition above about 50%, passing the limit was not always enough; further: some results filed as inactive read as strong as hits
aDG glyco act = increases alpha dystroglycan glycosylation | Pro5-aDG cells, alpha-DG glycosylation AlphaScreen (IIH6); 0% Pro5, 100% B10-LARGE cell signal | activation, % at 10 µM | 360,000 tested, 0.22% active;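 active means activation of at least 8% versus controls, or a plate z-score of at least 8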;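 further: Pro5 are CHO cells carrying HIG-tagged alpha-DG that lacks glycosylation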
NR2E3 ag-1 = activates human NR2E3 receptor. Q9Y5X4. CHO-S Gal4-NCOR/VP16-NR2E3 two-hybrid, luciferase. inhibition of corepressor binding, % at 3.98 µM. 360,000 tested, 0.35% active. AID 602229;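 active means inhibition above the mean of all tested compounds plus 3 SD, cut at about 70% in these data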;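 further: 0% = DMSO with NR2E3 transfected cells and 100% = cells lacking NR2E3 construct; higher means lower luciferase signal from less NR2E3 corepressor binding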
Target sequence (Q9Y5X4 whole entry, looked up, the tested form may be a part): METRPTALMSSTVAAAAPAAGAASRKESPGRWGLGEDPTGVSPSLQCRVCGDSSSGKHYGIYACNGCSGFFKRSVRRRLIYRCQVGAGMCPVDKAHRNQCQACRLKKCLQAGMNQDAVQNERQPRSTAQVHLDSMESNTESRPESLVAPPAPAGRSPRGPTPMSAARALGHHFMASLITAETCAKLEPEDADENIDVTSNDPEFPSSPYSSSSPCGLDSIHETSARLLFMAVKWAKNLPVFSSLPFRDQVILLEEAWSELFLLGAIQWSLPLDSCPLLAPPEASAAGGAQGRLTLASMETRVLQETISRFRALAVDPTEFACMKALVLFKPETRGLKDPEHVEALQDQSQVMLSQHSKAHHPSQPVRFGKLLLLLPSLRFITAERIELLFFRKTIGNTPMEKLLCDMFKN
PDI turbidity = inhibitors of human protein disulfide isomerase; PDI insulin aggregation turbidity, A650, 90 min; inhibition, % at 10 µM; 350,000 tested, 0.052% active; P07237;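 active means mean inhibition across replicates of 30% or more, whatever share of single replicates reach that level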;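 further: absorbance from insulin aggregation driven by PDI reduction with DTT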
Target sequence (P07237 whole entry, looked up): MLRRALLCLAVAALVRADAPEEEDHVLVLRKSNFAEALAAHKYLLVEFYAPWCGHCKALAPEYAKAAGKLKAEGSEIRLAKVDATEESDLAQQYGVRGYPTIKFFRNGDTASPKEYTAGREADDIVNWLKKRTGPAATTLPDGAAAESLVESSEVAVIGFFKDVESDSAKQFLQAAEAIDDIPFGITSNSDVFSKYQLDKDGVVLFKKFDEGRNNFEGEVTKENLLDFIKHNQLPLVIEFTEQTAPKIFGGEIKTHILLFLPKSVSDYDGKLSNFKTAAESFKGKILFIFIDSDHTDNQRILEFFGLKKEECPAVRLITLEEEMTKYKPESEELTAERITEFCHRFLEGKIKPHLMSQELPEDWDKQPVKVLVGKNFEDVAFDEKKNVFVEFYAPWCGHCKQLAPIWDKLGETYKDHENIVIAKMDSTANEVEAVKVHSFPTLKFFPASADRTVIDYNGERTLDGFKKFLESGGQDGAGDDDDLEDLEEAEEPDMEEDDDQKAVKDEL
CaV13 ICDI inh = Disruptors of the CACNA1D IQ motif to Ca2+-dependent inactivation inhibitor domain association, primary screening, Förster resonance energy transfer in intact living …. inhibition, % at 12.3 µM. 340,000 tested, 0.098% active. HEK cells, CFP/YFP FRET ICDI-IQ, plate reader, 10 min; percent FRET-ratio fall versus neutral wells;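 active means mean replicate inhibition of at least 30% and at least 1% of replicates passing that level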;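 further: 0% = median of the neutral control wells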
NR2E3 ag-2 = activates human photoreceptor nuclear receptor NR2E3; GST-NR2E3/biotin-RetCOR TR-FRET, 1536-well; inhibition of corepressor binding, % at 4.78 µM; 320,000 tested, 0.12% active; AID 2300;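 active means percent inhibition above the cutoff of mean plus 3 SD of all tested compounds, set per screening campaign, cut at about 20% in these data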;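 further: 0% = DMSO wells and 100% = biotin wells as full block of FRET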
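Material – GST-tagged NR2E3 plus biotinylated RetCOR corepressor · Quantity – NR2E3 fusion 1.35 nM · Times – 5 h incubation at 4 °C · Medium – pH 7.5 Tris-based buffer · Technique – TR-FRET, Eu(K)-anti-GST donor, streptavidin-D2 acceptor, ex 340, em 617/671 nm · Benchmarks – high control biotin, low control 0.6% DMSO · Format – 1536-well plates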
Peg3 prom inh = inhibitors of Peg3 promoter; HeLa PEG-Prom luciferase reporter, luminescence, overnight; inhibition, % at 20 µM; 360,000 tested, 1.7% active; AID 588405;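 active means inhibition of at least 50% at 20 µM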
TRPM1 prom inh = MITF TRPM1 promoter inhibition in SK-MEL-5 cells; SK-MEL-5 TRPM1 promoter luciferase, 24 h; inhibition, % at 12.5 µM; 330,000 tested, 0.83% active; AID 488899;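 active means mean inhibition across replicates of 60% or more, whatever share of single replicates reaches that level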; further: values of inactives mirror those of a sister screen read the other way
iPSC survival up = increases survival of single human iPS cells; 360,000 tested, 0.044% active; survival enhancement, % at 20 µM; hiPSC single-cell survival, ATPlite luminescence; 100% = ROCK inhibitor wells, 0% = DMSO; AID 602274; in the data active means survival enhancement above about 18%;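 further: cells exposed to compounds for 16 hours before the ATP read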
Granule exo inh = blocks lytic granule exocytosis | TALL-104 LAMP-1 surface exposure, flow cytometry; cells stimulated with thapsigargin and PMA | inhibition, % at 10 µM | 360,000 tested, 0.66% active | AID 651702;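 active means inhibition above about 55%, limit read from the data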
* hit, by the source's call; i = inactive; · = not tested or not shown.

SMILES	HIF-2a inh	Vif imaging	aDG glyco act	NR2E3 ag-1	PDI turbidity	CaV13 ICDI inh	NR2E3 ag-2	Peg3 prom inh	TRPM1 prom inh	iPSC survival up	Granule exo inh
COc1cc(/C=C/C(=O)O)cc(S(=O)(=O)N2CCc3ccccc3C2)c1OC	12	-2	0.4	-7	-2	-1	0	7	2	4.3	-1
Cc1ccc(OCC(=O)NNC(=O)C2CCCO2)c(C)c1 (configuration not stated)	-18	-5	-0.4	0	4	-5	-1	-15	-18	3.1	0
c1ccc(-c2nc3ccccc3o2)nc1	-158	18	-0.3	-64	3	·	2	-177	-33	-3.1	0
CC(Oc1ccc2c3c(c(=O)oc2c1)CCC3)C(=O)N[C@@H](Cc1ccccc1)C(=O)O (some centres not stated)	19	-5	0.0	1	·	·	4	-6	6	3.4	5
O=C(NCCc1c[nH]c2ccccc12)c1ccc(S(=O)(=O)NCc2ccco2)cc1	11	1	-0.1	-6	-8	-8	-2	18	22	0.5	0
Cc1ccc(-n2c(SCC(=O)Nc3ccc4c(c3)OCO4)nnc2-c2ccccn2)cc1	3	·	-0.1	-8	-1	-6	3	16	5	-0.5	-3
CC1=C(C/C=C(\C)CCCC(C)CCCC(C)CCCC(C)C)C(=O)c2ccccc2C1=O (configuration not stated)	-2	-13	-0.1	-50	8	-5	-1	-1	9	-0.1	-2
CCn1c(=O)c(C(=O)CN2CC(C)OC(C)C2)c(N)n(Cc2ccccc2)c1=O (configuration not stated)	21	5	0.2	-19	-4	-5	-1	1	-4	0.8	-3
CCCCn1c(N)c(N(CC)C(=O)c2cc(CC)c(C)s2)c(=O)[nH]c1=O	12	55*	-0.2	-17	-3	-4	0	11	-6	0.1	12
CN(c1ccccc1)C(c1ccc(F)cc1)c1nnnn1CC1CCCO1 (configuration not stated)	8	0	0.3	-1	11	-6	-2	26	1	-0.7	-2
CCCCN(CCCC)CCNC(=O)c1cn(CC)c2ccc(S(=O)(=O)N3CCCC3)cc2c1=O	12	6	3.4	16	4	-15	3	4	-10	-0.5	-1
C/C(=N\Nc1ccc(Cl)c(Cl)c1)c1ccc(-n2ccnc2)cc1	-150	-9	5.1	-23	-2	-6	1	-25	1	0.7	0
Cc1ccc(-n2c(SCC(=O)Nc3cccc(S(N)(=O)=O)c3)nc3ccccc32)cc1	25	-13	1.6	-26	4	-6	1	18	33	-1.8	0
Cc1nccn1CC(=O)N/N=C/c1ccccc1O	1	14	0.2	28	1	-6	-3	0	9	-0.3	-7
COc1ccc(-c2nnc(SCC(=O)N3CCCc4ccccc43)o2)cc1OC	1	61*	-0.1	9	-1	-7	-2	46	8	-3.2	-4
CC1=C(NCCc2ccccc2)CCC1=O	9	38	-0.3	-13	4	-4	5	0	-7	-2.0	-9
CSc1ccc(CN(C)C(C)C(=O)NCC2CCCCC2)cc1 (configuration not stated)	3	36	0.2	-11	4	-2	-6	3	18	-0.6	11
CCOC(=O)c1cc(Sc2ccccc2N)cc(C(=O)OCC)n1	15	0	0.0	-6	-5	-6	0	8	-13	-0.7	1
Cc1ccc(CNC(=O)Nc2ccccc2)n1C	-58	2	0.0	-49	-4	-21	-3	-43	-40	0.2	-7
COc1cccc(-c2cc3nc(NCCCN(C)C)n(C)c(=O)c3s2)c1	-82	-3	-0.1	-29	-8	-5	·	-32	·	1.3	-13
Cc1ccc(C(=O)Nc2ccccc2N2CCCCC2)o1	1	-22	0.0	-7	-1	-4	-2	9	12	0.6	0
CC(=O)Nc1ccc(NC(=O)C(C)OC(=O)CCc2nc3ccccc3s2)cc1 (configuration not stated)	0	-1	0.1	6	13	5	3	6	10	0.1	-1
C=CCSc1nc(N)c(C(=O)Nc2ccccc2C)cc1C(N)=O	10	1	0.0	14	3	-5	2	23	17	-0.8	1
O=C(COC(=O)C1CC2C=CC1C2)NCc1ccccc1Cl (configuration not stated)	-2	-6	-0.2	3	3	-5	-2	0	-2	0.9	0
Brc1ccsc1-c1csc(-c2ccncc2)n1	-285	-4	-0.1	-39	0	-11	10	-113	-17	-0.4	24
COc1ccc(OC)c(-c2csc(NC(=O)Cn3[nH]c(=O)c4ccccc4c3=O)n2)c1	0	2	0.6	-18	8	-26	-15	55*	3	0.3	1
COCCCN(CC(=O)NCc1ccccc1)S(=O)(=O)c1ccc(C)cc1	15	2	0.0	-13	-4	-19	-2	4	13	-0.1	4
COc1ccc(NC(=O)c2cc(C(C)C)on2)cc1OC	-113	14	-0.1	1	-3	-4	2	-91	-44	0.5	0
CC(C)COC(=O)NCCCOC(=O)Nc1ccccc1	-17	-10	0.1	-16	5	·	-3	-19	-10	-0.3	6
Cc1cccc(C)c1NC(=O)CN(C)C(=O)c1ccc(OCc2ccccc2)cc1	-23	7	0.0	4	4	-15	·	-64	·	0.0	-10
O=C(c1coc(=O)c(Br)c1)N1CCOCC1	9	9	0.2	-19	-3	·	·	0	2	1.3	-8
COCCn1c(SCC(=O)N2CCOCC2)nnc1-c1ccco1	6	42	0.1	-1	0	-3	6	10	11	0.0	-4
COc1ccccc1-c1c(C)nn2c(N3CCN(c4ccccc4OC)CC3)cc(C)nc12	-26	3	-0.1	-12	0	-7	1	9	16	-2.8	-1
CC(=O)N/C(=C\c1ccccc1)C(=O)OCCCOC(=O)/C(=C/c1ccccc1)NC(C)=O	4	-2	-0.2	4	-3	-5	1	2	9	0.0	-19
Nc1nc(CN2CCCCCC2)nc(Nc2ccc(F)cc2)n1	3	·	-0.2	6	-4	-5	-4	15	-11	0.2	-3
CC1CCN(Cc2nc(-c3ccc(Cl)cc3)no2)CC1	-202	-6	0.1	-16	6	-4	1	-137	-70	-0.2	0
COc1ccc(S(=O)(=O)n2nc(OC(C)=O)cc2N)cc1	1	-2	0.2	17	-5	-10	2	5	-2	6.1	3
CCCCN1C=C(C(=O)OC)C(c2ccccc2C(F)(F)F)C(C(=O)OC)=C1	15	-4	0.7	-8	0	-3	1	15	18	2.4	1
Cc1ccc(CN(C)C(=O)c2ccccc2Sc2ccccc2C#N)cc1	2	-2	0.4	-2	7	-6	1	10	-10	-0.3	0
CC1(C)Cc2cccc(OCC(=O)N3CCN(c4cccc(C(F)(F)F)c4)CC3)c2O1	-2	-8	0.6	12	9	·	-2	18	1	1.3	2
COc1ccc(S(=O)(=O)N2CCCCC2)cc1NS(=O)(=O)c1cc(Cl)ccc1Cl	10	5	0.0	3	9	-4	1	14	1	-1.5	-2
COc1ccc(N2C(=O)c3ccccc3NC2c2ccc(NC(C)=O)cc2)c(OC)c1 (configuration not stated)	-4	2	0.0	-45	-14	-7	1	-19	-16	-0.6	-4
CC(C)S(=O)(=O)c1cnc(-c2cccnc2)nc1N	3	-11	0.1	7	-1	-3	1	-9	-2	-0.5	6
Cc1cc(C)n2nc(C(=O)NC(C)(C)C)nc2n1	13	·	0.0	6	1	·	-1	9	-9	3.3	3
O=C(Cn1cc2c(n1)CCCCC2)NCCN1CCOCC1	10	-4	-0.1	-34	·	-11	1	9	5	-0.1	1
Cc1onc(-c2ccccc2)c1C(=O)OCC(=O)Nc1ccc(OC(F)(F)F)cc1	7	-4	0.6	19	6	-16	3	34	-7	-0.3	-4
C[C@H](CO)N1C[C@H](C)[C@@H](CN(C)S(=O)(=O)c2cn(C)cn2)Oc2ccc(NC(=O)C3CCCCC3)cc2C1=O	5	32	0.1	-16	-3	-4	·	-4	3	1.1	-3
CCOC(=O)C1=C(CC)Nc2ccccc2N=C1NC(=O)c1cc(S(=O)(=O)N2CCOCC2)ccc1C	3	-2	0.2	-9	5	-4	·	7	4	0.0	6
O=C1C=CC(O)(c2cc(=O)c3c(O)cc(O)cc3o2)C=C1	94*	i	0.4	48	7	-9	2	84*	80*	18	-9
CCOc1ccc2c(C)c(C)c(=O)oc2c1OCC	-15	4	1.0	-31	-3	-9	3	-8	-6	-1.1	2
O=C1c2ccccc2-c2nc3ncnn3c(-c3ccccc3Cl)c21	10	5	-0.1	-21	·	-2	1	16	6	-0.4	1
CC(C)N(Cc1cc2ccccc2[nH]c1=O)C(=O)C1CCCCC1	6	-7	0.0	2	-2	·	3	11	-3	-4.4	10
CCCn1c(=O)[nH]c(=O)c2c1nc(-c1ccccc1OC(F)F)n2CCOC	13	-1	-0.3	-15	-5	-6	-2	7	10	2.6	7
O=C(O)CC1SC(=Nc2cccc(O)c2)NC1=O (configuration not stated)	13	10	0.1	-3	-8	-5	0	1	-6	-2.8	-1
COc1ccccc1COC(=O)N/C=C/c1ccco1	1	-3	-0.1	-10	6	-4	1	-104	-21	-2.2	0
CCC(C)(C(=O)NC1CCCCC1)N(Cc1cccs1)C(=O)c1ccccn1 (configuration not stated)	14	-4	0.0	-19	4	-7	-1	7	-2	-0.6	-3
CCOc1ccc(Nc2nc(N3CCOCC3)nc(N3CCOCC3)n2)cc1	18	10	-0.1	7	0	-1	5	-3	-17	2.1	4
CC(C)C[C@H](NC(=O)Nc1cccc(Cl)c1)C(=O)O	7	·	0.0	-14	2	·	2	16	-9	-2.6	-3
COc1ccc(Oc2ccc(NC(=O)c3ccccc3C)cc2)cc1	-10	-3	0.1	-23	-9	-5	3	33	26	0.2	0
CCCc1cnc(N2CCN(C(=O)c3ccc(OC)cc3)CC2)nc1	-11	2	-0.1	-8	3	·	-1	-11	0	-0.2	-15
(cont.)
SMILES	HIF-2a inh	Vif imaging	aDG glyco act	NR2E3 ag-1	PDI turbidity	CaV13 ICDI inh	NR2E3 ag-2	Peg3 prom inh	TRPM1 prom inh	iPSC survival up	Granule exo inh
CCOC(=O)COc1cc2c(C(=O)OCC)c(C)oc2cc1Br	18	-13	0.1	0	0	-9	0	-10	5	-0.2	2
COc1ccc(-c2cc(C(=O)OCC(=O)N(C)C)c3ccccc3n2)cc1	-76	·	0.4	-1	2	-5	0	-46	-7	-1.8	2
N#Cc1nc(-c2ccc(OCc3ccccc3)cc2)oc1N1CCOCC1	-13	27	0.1	-19	-10	-4	-2	-3	-2	1.4	-4
Cc1nn(C)c(Cl)c1/C=N/OC(=O)c1ccc(F)cc1	13	1	0.4	-1	-2	-5	1	6	3	0.4	-2
Cc1ccc(C)c(N(CC(=O)NCc2ccco2)C(=O)CCC(=O)Nc2nccs2)c1	17	5	-0.1	12	-4	-4	-2	11	6	-0.6	10
